Compound activity deposited in PubChem BioAssay by several laboratories.
KCNK3 inh – human KCNK3 channel inhibition, primary screen | O14649 | CHO-KCNK3 thallium flux, FluxOR fluorescence; hits give low values | B-score at 10 µM | 0.84% of 340,000 active | AID 602410;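 active = B-score under library mean minus 4 SD, starting fluorescence ratio at most library mean plus 5 SD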;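 note: more negative B-score means stronger inhibition of thallium flux through KCNK3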
Target sequence (O14649 whole entry, looked up): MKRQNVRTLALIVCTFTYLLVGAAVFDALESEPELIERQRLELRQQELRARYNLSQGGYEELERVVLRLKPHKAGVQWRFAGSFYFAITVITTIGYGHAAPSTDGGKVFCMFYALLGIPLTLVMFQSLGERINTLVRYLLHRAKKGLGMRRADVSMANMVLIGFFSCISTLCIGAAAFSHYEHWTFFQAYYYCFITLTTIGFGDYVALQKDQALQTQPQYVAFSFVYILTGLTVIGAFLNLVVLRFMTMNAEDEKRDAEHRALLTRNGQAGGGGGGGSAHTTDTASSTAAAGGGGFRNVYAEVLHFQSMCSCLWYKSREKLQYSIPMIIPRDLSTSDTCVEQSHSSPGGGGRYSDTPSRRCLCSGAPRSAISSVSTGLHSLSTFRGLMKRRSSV
KCNK9 block – blocks the human KCNK9 two-pore domain potassium channel; HEK293 KCNK9, FluxOR thallium flux fluorescence; hits give low values; B-score at 10 µM; Q9NPC2; 1.2% of 310,000 active;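 active = ratio B-score over 3 SD below the library mean, with starting fluorescence within 5 SD of its mean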;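 note: negative B-score means less thallium flux so channel inhibition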
GSK3B inh – inhibitors of human GSK3beta kinase; 0.038% of 300,000 active; GST-GSK3beta kinase, ADP-Glo luminescence, 60 min; hits give low values; P49841; activity score (negative = inhibition), % at 10 µM; AID 2097;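 active = more than half of replicate wells score below -50%, meaning over 50% inhibition versus plate controls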;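 note: 0% = median DMSO wells and -100% = median GW8510 positive control wells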
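Test system – GST-tagged human GSK3beta kinase, cell-free · Incubation – 60 min enzyme reaction, room temperature · Signal – ADP-Glo luminescence · Also added – peptide substrate and ATP at 25 µM · Controls – DMSO neutral wells and GW8510 at 20 µM as positive · Buffer or medium – Tris/MgCl2 kinase buffer · Measure – Luminescence-derived activity versus plate DMSO and GW8510 wells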
PolyA inh – inhibitors of polyadenylation in S. cerevisiae | S. cerevisiae SKY197-pL101 polyadenylation reporter, beta-gal luminescence; efflux-impaired pdr1/pdr3 knockout yeast; score 100 = 6 SD above DMSO | calls only at 12 µM | 0.02% of 300,000 active | AID 1875;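 active = lowest replicate activity score at least 50, where 100 means six control SD above control mean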;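 note: yeast exposed to compound for 9 h at 30 °C; higher score means more reporter readthrough which indicates perturbed polyadenylation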
RGS4 inh – inhibitors of human RGS4; 0.45% of 310,000 active; B-score at 10 µM; P49798; HEK293 M3R/RGS4 inducible, Fluo-4 calcium flux; hits give high values; triggered by carbachol at its EC20;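 active = B-score, a plate-corrected calcium signal, over three deviations above library mean, with baseline fluorescence within five deviations of library mean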;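 note: RGS4 expression induced by doxycycline in cells with stable M3 receptor; B-score is computed from the integrated fluorescence ratio over baseline after carbachol; higher B-score means a larger calcium signal and so more RGS4 inhibition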
Target sequence (P49798 whole entry, looked up): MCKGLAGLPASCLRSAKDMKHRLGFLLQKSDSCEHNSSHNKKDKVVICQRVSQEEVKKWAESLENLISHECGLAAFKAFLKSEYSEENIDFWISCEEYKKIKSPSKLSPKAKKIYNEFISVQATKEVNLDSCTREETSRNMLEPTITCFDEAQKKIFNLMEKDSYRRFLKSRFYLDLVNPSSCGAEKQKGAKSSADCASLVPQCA
hERG rescue – hERG (human) protection from proarrhythmic block; Q12809; CHO-hERG, FluxOR thallium flux, dofetilide IC70 present; activation (rescue from dofetilide block), less the hit threshold, % at 10 µM; 0.51% of 310,000 active; AID 1511;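 active = activation above the mean of controls blocked by dofetilide plus 5 SD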;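 note: thallium influx through hERG after potassium depolarization seen as dye fluorescence rise; in these data hits start at about 4.7%; inactives centre near -7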
KCNQ1 act – potentiates or activates the human KCNQ1 potassium channel; P51787; B-score at 10 µM; 0.35% of 310,000 active; CHO-K1 KCNQ1, thallium flux FluxOR fluorescence; hits give high values;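 active = fluorescence ratio B-score, a plate-corrected score, at least three library SD, with initial intensity B-score within 5 SD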
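System: Stable KCNQ1 CHO-K1 line | Incubation: 90 min dye loading and 20 min compound exposure, both at room temperature | Measure: Ratio B score | Medium: Assay buffer for compound exposure, DMSO matched across wells | Compound dosing: Single-concentration screen | Probe or stimulus: K+/Tl+ depolarizing stimulus | Measured by: Kinetic FluxOR fluorescence, 10 s baseline plus 110 s post-stimulus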
GSK3 alpha inh – human GSK-3 alpha kinase inhibition. P49840. ADP-Glo luminescence, 60 min. inhibition, % at 10 µM. 0.1% of 320,000 active;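 in the data active = inhibition above about 50%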;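 note: GST-tagged GSK-3 alpha with peptide substrate and 25 µM ATP; 0% = DMSO neutral wells and 100% = GW8510 positive control wells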
Target sequence (P49840 whole entry, looked up): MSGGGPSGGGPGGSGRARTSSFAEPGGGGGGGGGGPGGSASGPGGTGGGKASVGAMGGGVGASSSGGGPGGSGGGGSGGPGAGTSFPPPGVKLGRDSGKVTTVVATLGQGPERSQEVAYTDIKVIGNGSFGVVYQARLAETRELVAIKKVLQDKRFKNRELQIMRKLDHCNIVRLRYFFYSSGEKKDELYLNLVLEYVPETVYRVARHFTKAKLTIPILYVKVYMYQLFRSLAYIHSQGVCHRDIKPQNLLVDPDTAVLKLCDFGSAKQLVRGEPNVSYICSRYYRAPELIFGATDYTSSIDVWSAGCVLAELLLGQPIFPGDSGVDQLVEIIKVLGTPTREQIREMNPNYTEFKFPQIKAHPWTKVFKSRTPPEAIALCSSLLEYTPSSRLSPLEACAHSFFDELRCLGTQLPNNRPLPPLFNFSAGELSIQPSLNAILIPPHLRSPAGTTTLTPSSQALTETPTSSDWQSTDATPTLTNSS
DYRK1A inh – inhibitors of rat Dyrk1A kinase | ADP-Glo luminescence, NFATc1 peptide | 0.43% of 310,000 active | Q63470 | AID 504441 | inhibition, % at 12.5 µM; in the data active = inhibition above about 50%;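 note: plate controls were vehicle with enzyme for no effect and no enzyme for full effect; many of its hits are not listed in these tables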
RGS4 pot – RGS4 potentiation or activation; HEK293 M3R/inducible RGS4, carbachol calcium flux Fluo4; hits give low values; B-score at 10 µM; 0.92% of 310,000 active;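 active = B-score of the integrated calcium signal more than 4 SD below the library mean, with starting fluorescence not abnormally high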;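 note: negative B-score means reduced calcium response which marks RGS4 activation or potentiation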
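test system = M3R-expressing HEK293 line, RGS4 induced by doxycycline | probe or stimulus = carbachol at ECmax as muscarinic agonist stimulus | timing = dye loading 30 min 37 °C, buffer rest 30 min RT | signal = calcium dye Fluo4 fluorescence | evaluation = B score from integrated fluorescence ratio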
KCNQ1 inh – inhibitors of human KCNQ1 potassium channel; CHO-K1 KCNQ1, FluxOR thallium flux fluorescence; hits give high values; B-score at 10 µM; P51787; 1.3% of 310,000 active;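 active = compounds whose thallium flux B-score, printed positive for inhibition, exceeds three library SD while starting fluorescence stays within three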;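 note: channel opened by potassium depolarization with thallium stimulus after 20 min compound exposure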
Numbers without * were called inactive; i = inactive; / = not tested or not shown. Not all compounds are listed; the hit share may differ from the screen's.

Start of the listing, in advance, two compounds:
SMILES	KCNK3 inh	KCNK9 block	GSK3B inh	PolyA inh	RGS4 inh	hERG rescue	KCNQ1 act	GSK3 alpha inh	DYRK1A inh	RGS4 pot	KCNQ1 inh
COc1ccccc1OCC(O)CN1C(=O)NC(C)(C)C1=O (configuration not stated)	i	i	-1	i	i	-7	i	0	-4	i	i
Cn1c(COc2ccc(Cl)cc2)nnc1SCC(=O)Nc1ccc2c(c1)CCC2	i	i	2	i	i	-8	i	-1	8	i	i

This part in full, previewed entries included:
SMILES	KCNK3 inh	KCNK9 block	GSK3B inh	PolyA inh	RGS4 inh	hERG rescue	KCNQ1 act	GSK3 alpha inh	DYRK1A inh	RGS4 pot	KCNQ1 inh
COc1ccccc1OCC(O)CN1C(=O)NC(C)(C)C1=O (configuration not stated)	i	i	-1	i	i	-7	i	0	-4	i	i
Cn1c(COc2ccc(Cl)cc2)nnc1SCC(=O)Nc1ccc2c(c1)CCC2	i	i	2	i	i	-8	i	-1	8	i	i
COc1cc(C(=O)N/N=C(\c2ccccc2)c2ccccn2)cc(OC)c1OC	i	i	3	i	i	-3	i	1	3	i	i
CCc1noc(C)c1C(=O)NNC(=O)COc1ccc(C)cc1	i	i	/	i	i	-1	i	-3	4	i	i
CN(C)C(=O)NC(O)C(Cl)Cl (configuration not stated)	/	i	2	i	i	-5	i	-1	/	i	i
COc1ccc(CNc2ccc([N+](=O)[O-])cc2C)cc1	i	i	1	i	i	-10	i	-1	-5	i	i
Cc1oc2ccc(OCc3c(F)cccc3Cl)cc2c1C(=O)O	i	i	3	i	i	-12	i	-2	-4	i	i
CC(C)S(=O)(=O)c1cnc(N2CCOCC2)nc1N	i	i	-1	i	i	-10	i	-2	1	i	i
O=C1COc2ccc(N3C(=O)C=CC3=O)cc2N1	/	i	3	i	5*	-13	i	1	/	i	i
CC1CN(C)C(C)c2c1oc1ccc([N+](=O)[O-])cc21 (configuration not stated)	i	i	3	i	i	-15	i	-2	-4	i	i
CCS(=O)(=O)N1CCC(C(=O)NC2CCCCCCC2)CC1	i	i	-3	i	i	-10	i	-3	-2	i	i
CCCOC(=O)/C(=C\C=C\c1ccco1)NC(=O)c1ccccc1	-10*	i	3	i	i	-18	i	0	3	i	i
CC1(C)Cc2ccccc2-c2nc3n(c(=O)c21)CCS3	i	i	-1	i	i	-11	i	-5	-1	i	i
Nc1c(Cl)c(Cl)nc(C(=O)N/N=C/c2cccnc2)c1Cl	i	i	1	i	i	-4	i	6	/	i	i
Cn1c(=O)oc2cc(S(=O)(=O)N3CCCC(C(=O)NCc4cccs4)C3)ccc21 (configuration not stated)	i	i	1	i	i	-6	i	-1	0	i	i
Cn1c(C(=O)N2CCN(c3ccccc3)CC2)cc2cc(Cl)ccc21	i	i	2	i	i	-11	i	-3	-2	i	i
O=C(NCC1CCCCC1)c1ccco1	i	i	3	i	i	-9	i	3	4	i	i
COc1ccc(-n2c(=S)[nH]c3cc(C(=O)NC4CCCCC4)ccc3c2=O)c(OC)c1	i	i	2	i	i	-7	i	-4	/	i	i
C/C(=N\Nc1nc2ccccc2[nH]1)c1ccccn1	i	i	0	i	i	-4	i	3	21	i	i
O=S(=O)(NCC1CCCO1)c1ccc(Cl)c(C(F)(F)F)c1 (configuration not stated)	i	i	1	i	i	-7	i	-2	17	i	i
Cc1[nH]c(=S)c(C#N)c(C)c1C(=O)Nc1ccccc1	i	i	2	i	i	-10	i	-1	5	i	i
C=CCn1c(N)c(C(=O)NC2CCCCC2)sc1=S	i	i	-2	i	i	-9	i	-2	-1	i	i
COc1ccccc1/C=C/C(=O)OCC(=O)c1c(N)n(C)c(=O)n(C)c1=O	i	i	-1	i	i	-6	i	-1	-3	i	i
CC(C)NC(=O)CCCC(=O)NC(C)C	i	i	1	i	i	-4	i	-1	-3	i	i
CN(C)c1ccc(Nc2nc(N)c3ccccc3n2)cc1	i	i	-23	i	i	-8	i	29	47	i	i
Cc1ccc(CNC(=O)CNC(=O)c2ccc(Br)o2)cc1	i	i	-2	i	i	-6	i	1	4	i	i
Cc1c(Cl)cccc1-n1c(SCC(=O)N(C)Cc2ccccc2)nnc1-c1ccncc1	i	i	4	i	i	-22	i	-3	-4	i	i
COCCN(CCOC)c1nc(-c2ccccc2)nc2ccccc12	i	i	-1	i	i	-22	i	1	/	i	i
O=C(O)CSc1c[nH]c2ccccc12	i	i	0	i	i	-11	i	-5	-2	i	i
COc1ccc(CNC(=O)c2cc(=O)c3cc(C)ccc3o2)cc1	i	i	1	i	i	-5	i	2	-1	i	i
CSc1ncccc1C(=O)NCCc1ccccc1	i	i	3	i	i	-7	i	0	3	i	i
CN(C)CCCN(C(=O)CCSc1ccccc1)c1nc2cc3c(cc2s1)OCO3	i	i	3	i	i	-16	i	3	0	i	i
C=CCNC(=O)CCCOc1ccc(C)cc1	i	i	2	i	i	-8	i	0	-5	i	i
S=c1[nH]nc(-c2ccccn2)n1/N=C/c1cccc2ccccc12	i	i	0	i	i	-2	i	-2	5	i	i
COc1ccc(NC(=O)c2cc([N+](=O)[O-])ccc2NC(=O)CNC2CCCCC2C)c(OC)c1 (configuration not stated)	i	i	1	i	i	-4	i	-3	-2	i	i
CCc1ccc(N2CC(C(=O)N/N=C/c3cccc([N+](=O)[O-])c3)CC2=O)cc1 (configuration not stated)	i	i	0	i	i	2	i	-2	2	i	i
COC(=O)c1sc2ncccc2c1OCc1ccc(Cl)cc1	i	i	0	i	i	-14	i	-2	7	i	i
Cc1sc2nc(C3CC3)nc(SCC(=O)NCc3ccco3)c2c1C	i	i	0	i	i	-11	i	-2	-8	i	i
CCS(=O)(=O)NC(C)C(c1cccs1)N1CCN(C)CC1 (configuration not stated)	i	i	3	i	i	-8	i	1	-1	i	i
Cc1cc(C)cc(NC(=O)Nc2cnccn2)c1	i	i	0	i	i	-6	i	0	9	i	i
Cc1[nH]n(C(N)=S)c(=O)c1C(c1ccccc1)C(C#N)C#N (configuration not stated)	i	i	0	i	i	-5	i	-2	10	i	i
C=CCNC(=S)NNC(=O)CCC(O)CCCCC (configuration not stated)	i	i	-2	i	i	-5	i	0	-3	i	i
Cc1nnsc1-c1onc(C)c1C(=O)Nc1cc(Cl)cc(Cl)c1	i	i	2	i	i	-9	i	2	8	i	i
CCOC(=O)C1CCCN(C(=O)c2cnn3c(C(F)(F)F)cc(-c4ccccc4)nc23)C1 (configuration not stated)	i	i	2	i	i	-17	i	0	-10	i	i
O=C(CCSc1ccc(Cl)cc1)c1ccco1	i	i	-1	i	i	-3	i	1	-2	i	i
O=S(=O)(c1cnc[nH]1)N1CCCCCC1	i	i	-4	i	i	-3	i	-1	-7	i	i
C=CCn1c(SCc2ccc(C#N)cc2)nnc1-c1ccc(C)cc1	i	i	0	i	i	-5	i	3	-1	i	i
COc1ccccc1C(=O)NCCC(=O)N(C)CC(=O)Nc1ccc(Cl)cc1	i	i	-1	i	i	-11	i	-2	-1	i	i
COC(=O)c1ccc(-c2nc3ccc(C)cc3o2)cc1	i	i	-1	i	i	-9	i	-1	-1	i	i
CCOc1ccc(NC(=S)N(CCc2c(C)[nH]c3ccc(C)cc23)Cc2ccncc2)cc1	i	i	4	i	i	-5	i	1	2	i	i
Cc1cc2[nH]c(=O)c(=O)[nH]c2cc1S(=O)(=O)N1CCN(c2cccc(Cl)c2)CC1	i	i	-16	i	i	-9	i	0	16	i	i
COC(=O)C1(CC2CC(c3ccncc3)=NO2)CCN(C(=O)OC(C)(C)C)CC1 (configuration not stated)	i	i	3	i	i	-8	i	-3	5	i	i
CC(c1ccon1)N(C)Cc1cn(C)nc1-c1ccc2c(c1)OCCO2 (configuration not stated)	i	i	4	i	i	-12	i	0	3	i	i
Nc1ccc2nc(C3CCCCC3)[nH]c2c1	i	i	-1	i	i	-4	i	-2	-2	i	i
COCc1ccc(C(=O)Nc2ccc(C(=O)O)cc2)o1	i	i	2	i	i	-4	i	0	13	i	i
Cc1c2c(n3c(nc4ccccc43)c1C#N)N(CCN(C)C)CC2	i	i	3	i	i	-8	i	29	/	i	i
Cc1ccc(CNC(=O)CSc2nc3ccsc3c(=O)n2Cc2ccccn2)cc1	i	i	4	i	i	-8	i	0	/	i	i
CCC(=O)N1CCc2cc(S(=O)(=O)NCCN3CCC(C)CC3)ccc21	i	i	2	i	i	-3	i	-3	-5	i	i
CC1=CC(=NOC(=O)c2cccc([N+](=O)[O-])c2)C=C(C)C1=O	i	i	4	i	i	-8	i	-6	11	i	i
CCCn1c(SCC(=O)NCc2cccs2)nc2c1c(=O)n(C)c(=O)n2C	i	i	5	i	i	0	i	1	-5	i	i

Continuation.
SMILES	KCNK3 inh	KCNK9 block	GSK3B inh	PolyA inh	RGS4 inh	hERG rescue	KCNQ1 act	GSK3 alpha inh	DYRK1A inh	RGS4 pot	KCNQ1 inh
COC(=O)[C@H](C)NC(=O)Nc1cccc(Br)c1	i	i	-1	i	i	-10	i	-2	0	i	i
COCC(=O)Nc1ccc(-c2cn3cccnc3n2)cc1	i	i	5	i	i	-6	i	-2	2	i	i
CC1(C)Cc2sc3c(=O)[nH]c(=S)[nH]c3c2CO1	i	i	2	i	i	-16	i	-3	28	i	i
CC(C)Sc1nnc2n(CCc3ccccc3)c(=O)c3c4c(sc3n12)COC(C)(C)C4	/	i	-3	i	i	-2	i	-1	/	i	i
Cc1cc2c(cc1S(=O)(=O)NCCc1ccccc1)NC(=O)CO2	i	i	0	i	i	-7	i	/	-7	i	i
COC(=O)CSC1=NS(=O)(=O)c2ccccc21	i	i	0	i	i	-31	i	7	11	i	8*
COc1ccc(S(=O)(=O)N2CCOCC2)cc1NC(=O)CCc1c[nH]c2ccccc12	i	i	-1	i	i	-11	i	1	/	i	i
CC1=CC=CN2C1=NC(=O)CC2(C)C(=O)N(CC(=O)NC1CCCC1)c1ccccc1C (configuration not stated)	i	i	0	i	i	-1	i	1	-1	i	i
Cc1ccc2c(c1)N(CCCC(=O)NCCC1=CCCCC1)C(=O)CO2	i	i	4	i	i	-7	i	-1	-1	i	i
CC(C)(C)N(NC(=O)Nc1ccccc1)C(=O)c1ccccc1	i	i	1	/	i	-4	i	-2	-2	i	i
